Source: PubChem BioAssay (several laboratories)
Rac1 GTP hydrolysis = MgcRacGAP GTPase-activating activity inhibitors, confirmation, biochemical, ADP Hunter fluorescence; MgcRacGAP-stimulated Rac1 GTP hydrolysis, ADP Hunter fluorescence; higher % means a stronger effect; GST-tagged Rac1 F28L mutant substrate; inhibition, % at 30 µM, or IC50 in µM where a hit was titrated; actives 0.6% (n = 340,000);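 active = first-screen hits whose inhibition reached a set limit at any dose in the follow-up dose series; inconclusive = inhibition above the set first-screen limit but never retested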;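 also: fluorescence reports GDP produced by GAP-driven GTP hydrolysis; strong numbers were not always called active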
HIV peptide binding = inhibitors of HIV fusion peptide binding, primary screen, biochemical, uHTS, fluorescence dequenching (AID 1986); cell-free peptide binding, fluorescence dequenching, 30 min; higher % means a stronger effect; inhibition, % at 20 µM; hits with a dose series show IC50 in µM; actives 0.3% (n = 290,000); in the data active = inhibition mostly above about 52%, no sharp cut-off; inactive = mostly below about 76%; also: some results filed as inactive read as strong as hits
Myeloid diff MLP = myeloid differentiation induction. ER-HoxA9 myeloid progenitors, lysozyme-GFP differentiation, flow cytometry. calls only at 10 µM. actives 1% (n = 360,000);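 active = normalized GFP-positive differentiation at or above the plate's own cutoff, the solvent-only control mean plus 3 SD; inconclusive = no clear call, values can overlap the other calls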;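 also: cells exposed to compound for four days before flow analysis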
GPR35 arrestin U2OS = GPR35 antagonists blocking zaprinast-driven arrestin recruitment, primary screen, imaging, U2OS, beta-arrestin-GFP, zaprinast agonist (AID 2058); inhibition, % at 10 µM; hits with a dose series show IC50 in µM; actives 0.052% (n = 290,000); U2OS GPR35 beta-arrestin-GFP translocation imaging, zaprinast antagonism; higher % means a stronger effect;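 active = inhibition of at least 50% with at least 30 cells and total cytoplasm GFP at most 10,000,000; inconclusive = under 30 cells or total GFP of 10,000,000 plus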
NTR1 ag = NTR1-driven beta-arrestin-GFP spot formation – imaging, U2OS cells, high content, primary screen (AID 493036); agonist mode; actives 0.17% (n = 330,000); P30989; activation, % at 20 µM;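 active = activation at or above 40% of the spot to cytoplasm intensity ratio, with at least 20 cells analyzed; inconclusive = wells under 20 cells, flagged as cytotoxic or low count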;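 also: 0% = DMSO without peptide and 100% = 100 nM NTR1 peptide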
Target sequence (P30989 whole entry, looked up): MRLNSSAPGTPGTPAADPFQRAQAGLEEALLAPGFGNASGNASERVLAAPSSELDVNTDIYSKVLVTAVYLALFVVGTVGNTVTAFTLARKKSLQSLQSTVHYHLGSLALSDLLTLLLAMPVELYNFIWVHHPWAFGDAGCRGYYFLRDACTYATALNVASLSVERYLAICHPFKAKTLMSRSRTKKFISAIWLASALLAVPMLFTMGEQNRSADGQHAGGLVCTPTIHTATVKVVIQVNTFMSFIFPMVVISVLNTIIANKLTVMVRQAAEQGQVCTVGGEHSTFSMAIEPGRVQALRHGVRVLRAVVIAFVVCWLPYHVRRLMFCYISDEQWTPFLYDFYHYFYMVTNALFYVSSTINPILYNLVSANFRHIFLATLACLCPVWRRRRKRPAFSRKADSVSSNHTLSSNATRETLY
Siah-1 displacement = Siah-1 peptide-binding antagonists, primary screen, biochemical, fluorescence polarization, rhodamine-plectin, uHTS (AID 1817). actives 0.02% (n = 290,000). Siah-1 / rhodamine-plectin peptide fluorescence polarization; higher % means a stronger effect. displacement, % at 20 µM, or IC50 in µM where a hit was titrated;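 active = displacement of at least 50% at 20 µM, with a fluorescence ratio check between 0.3 and a set limit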;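 also: plate controls were Siah plus tracer with DMSO for no effect and tracer alone without Siah for full effect; strong numbers were not always called active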
GPR55 antagonists = GPR55 antagonists blocking LPI-driven arrestin recruitment, primary screen, imaging, U2OS, beta-arrestin-GFP, LPI agonist (AID 2013). U2OS GPR55 beta-arrestin-GFP translocation imaging, LPI antagonism; higher % means a stronger effect. inhibition, % at 10 µM; hits with a dose series show IC50 in µM. actives 0.13% (n = 290,000);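 active = spots per cell inhibited over 60%, with over 100 cells counted and total cytoplasm intensity under 500,000; inconclusive = wells with under 100 cells, flagged as likely toxic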;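 also: U2OS cells stably carrying GPR55 and arrestin-GFP stimulated by 5 µM LPI near EC80; imaged beta-arrestin-GFP aggregate spots per cell after agonist stimulation; plate controls were LPI-stimulated DMSO wells for no effect and DMSO wells without LPI for full effect; some results filed as inactive read as strong as hits; confirmed hits need IC50 under 10 µM and bright autofluorescent wells are also inconclusive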
Salmonella PhoP GFP = inhibitors of PhoP regulon expression, primary screen, Salmonella Typhimurium, GFP reporter (AID 1863); S. Typhimurium PhoP-regulated promoter GFP reporter, 4 h; higher % means a stronger effect; one-dose inhibition, % at 50 µM; IC50 in µM for titrated hits; actives 0.16% (n = 300,000);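 active = inhibition over 29.93%, a cutoff 3 SD above the screen mean, later confirmed by dose response; inconclusive = inhibition over 29.93% but no dose response follow-up; inactive = inhibition at most 29.93% or unconfirmed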;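 also: 0% = low Mg2+ inducing control and 100% = high Mg2+ repressing control; strong numbers were not always called active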
LYP phosphatase = inhibitors of LYP phosphatase, biochemical, fluorescence intensity, uHTS (AID 1779). recombinant LYP phosphatase, fluorescence intensity; higher % means a stronger effect. inhibition, % at 11.5 µM, or IC50 in µM where a hit was titrated. actives 0.054% (n = 290,000); in the data active = inhibition above about 50%;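 also: plate controls were vehicle with enzyme for no effect and no enzyme for full effect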
NTR1 ag cell count 20 µM = recorded beside NTR1 ag, whose call it bears; cell count; measured here: cell count, cytotoxicity flag
Myeloid diff MLP GFP+ MAC1+ % = second read-out of Myeloid diff MLP, no call of its own (marks repeat the call); GFP+ MAC1+ double positive, %; measured here: differentiation confirmed by MAC1 staining
Numbers without * were called inactive; i = inactive; ? = inconclusive; . = not tested or not shown.

SMILES	Rac1 GTP hydrolysis	HIV peptide binding	Myeloid diff MLP	Myeloid diff MLP GFP+ MAC1+ %	GPR35 arrestin U2OS	NTR1 ag	NTR1 ag cell count 20 µM	Siah-1 displacement	GPR55 antagonists	Salmonella PhoP GFP	LYP phosphatase
COc1ccc(OC)c(NC(=O)c2cc3oc4ccccc4c3cc2O)c1	6%	-2.3%	i	0.6	1%	2.0	58	0%	4%	-6%	-7%
Cc1ccc(NC2=NCC(=O)N2C2CCCC2)c(C)c1	6%	0.9%	i	0.8	-13%	0.0	58	-2%	11%	8%	-6%
COc1ccc(OC)c(S(=O)(=O)N2CCC(C(=O)NCCC3=CCCCC3)CC2)c1	8%	2.7%	i	0.9	-9%	1.8	81	25%	11%	9%	-5%
CC1(C(=O)NNC(=S)NCC2CCCO2)CC1(Cl)Cl (centres undefined)	5%	-0.2%	i	1.5	-4%	-0.2	60	2%	8%	-3%	-11%
COc1ccc(-c2csc(NC(=O)/C(N=Nc3ccccc3)=C(\C)O)n2)cc1	.	0.7%	.	.	-9%	4.2	42	5%	7%	8%	0%
COCCCNC(=S)N(Cc1ccccc1)Cc1ccc(F)cc1	3%	-0.5%	i	0.0	-3%	0.1	87	0%	5%	-1%	3%
Cn1nc(-c2ccccc2)c(C(=O)NC(C(=O)O)c2ccccc2)c1Cl (centres undefined)	.	-1.5%	i	0.2	-16%	1.7	55	0%	-9%	-4%	-8%
O=C(CNC(=O)c1cccs1)NCC(=O)OCC(=O)c1ccc([N+](=O)[O-])cc1	-3%	-0.1%	i	0.6	0%	1.8	33	14%	8%	-4%	-8%
CC1=C(C(=O)Nc2ccccc2C)C(c2ccccc2)NC(=O)N1 (centres undefined)	3%	-2.4%	i	2.5	10%	-0.3	36	-1%	-1%	-11%	-7%
CCOc1cccc(C(=O)N(Cc2ccco2)C2CCS(=O)(=O)C2)c1 (centres undefined)	13%	1.8%	i	1.0	-2%	0.4	38	11%	11%	-8%	-9%
Cc1c(NC(=O)COc2ccc3ccc(=O)oc3c2)c(=O)n(-c2ccccc2)n1C	2%	.	i	2.1	.	-0.4	61	.	.	-1%	.
Cc1cccc(C)c1OCc1cc(C(=O)N2CCC(c3ccccc3)CC2)no1	7%	0.0%	i	5.8	1%	3.1	77	1%	-22%	-1%	-4%
O=C(c1ccc(F)cc1)C1CCN(Cc2ccc(F)cc2)CC1	14%	3.5%	i	0.4	-6%	0.1	61	15%	13%	4%	-10%
CN(C)CCCCCN(C)Cc1cc2ccccc2o1	5%	-0.3%	i	0.4	6%	-0.7	44	-3%	2%	6%	-2%
COc1ccccc1C(=O)NCC(=O)N1CCN(S(=O)(=O)c2ccc3c(c2)OCCO3)CC1	6%	.	i	0.3	.	2.6	67	.	.	-2%	.
NC1=NC(=O)/C(=C/c2cn(CCC(=O)O)nc2-c2ccc(Cl)cc2)S1	11%	15%	i	0.4	-18%	.	.	-5%	6%	-4%	3%
CC1CCN(C(=O)c2ccc(N3C(=O)c4ccccc4C3=O)cc2)CC1	14%	-1.0%	i	0.6	3%	1.3	49	1%	0%	-6%	-5%
CCCc1nc2ccccc2c(C(=O)OC2CCOC2=O)c1CC (centres undefined)	10%	6.5%	i	0.4	10%	-1.1	44	-2%	3%	3%	4%
Cc1ccc(C(=O)O)cc1N1CCCC1=O	-8%	-0.2%	i	0.3	-17%	1.7	57	-3%	-16%	6%	-4%
Cc1c(Cl)cccc1NC(=O)Cn1nc(C)n2cccc2c1=O	-4%	0.6%	?	.	1%	-0.5	61	-2%	8%	-12%	-9%
COCCNC(=O)CSc1nc2cc(OC)c(OC)cc2c(=O)n1Cc1ccc(OC)cc1	7%	0.9%	i	0.7	2%	-0.4	78	0%	26%	-9%	2%
Cc1nc2ccccc2n2c(O)c(CC(=O)O)cc12	35µM*	21%	i	1.5	14%	1.0	52	8%	-6%	-15%	-8%
Cc1cc(C)c[n+](CC(=O)c2ccc(-c3ccccc3)cc2)c1	-1%	-0.4%	i	0.1	-1%	-0.7	45	-5%	7%	-14%	-8%
CCOc1cc(/C=N/n2cnnc2)ccc1OS(=O)(=O)c1ccccc1	9%	0.3%	i	0.4	-24%	-1.5	93	7%	1%	0%	0%
CCOCCCNC(=O)C1CCN(Cc2ccc(OCc3ccccc3)c(OC)c2)CC1	24%	0.6%	i	0.5	14%	-0.1	69	1%	9%	0%	-6%
The list goes on:
SMILES	Rac1 GTP hydrolysis	HIV peptide binding	Myeloid diff MLP	Myeloid diff MLP GFP+ MAC1+ %	GPR35 arrestin U2OS	NTR1 ag	NTR1 ag cell count 20 µM	Siah-1 displacement	GPR55 antagonists	Salmonella PhoP GFP	LYP phosphatase
O=C1CC(N2CCN(c3ccccn3)CC2)C(=O)N1c1ccc(Cl)cc1 (centres undefined)	4%	0.2%	i	0.1	0%	-0.7	33	-6%	0%	8%	0%
O=C(N/N=C/c1ccc2c(c1)OCO2)C(=O)Nc1ccc2ccccc2c1	.	-0.5%	.	.	3%	-0.4	51	3%	4%	6%	-6%
O=C(CN1C(=O)NC2(CCOc3ccccc32)C1=O)NCC(F)(F)F (centres undefined)	10%	0.5%	i	1.0	-5%	0.7	45	2%	5%	8%	-6%
CCCCOC(=O)n1c(=O)oc2ccccc21	21%	-1.0%	i	1.0	0%	0.6	55	3%	1%	5%	-3%
O=C(NCC1CCCO1)c1cc2ccccc2oc1=O (centres undefined)	7%	1.1%	i	0.1	3%	1.0	63	7%	-5%	2%	-2%
Cc1ccc2c(c1)nnn2C1CCN(S(=O)(=O)c2ccc(C(=O)N(C)C)cc2)CC1	6%	-1.8%	i	0.5	-2%	0.9	95	0%	4%	-13%	-2%
Cc1cc(C)c(NC(=O)CSc2nnc(-c3ccccn3)n2N)c(Cl)c1	0%	-1.5%	i	0.6	2%	5.7	56	0%	3%	-9%	-3%
O=C(C1CCN(S(=O)(=O)c2cccc3cccnc23)CC1)N1CCCCC1	-5%	-1.1%	i	0.4	-13%	-0.2	72	0%	-9%	-3%	-11%
Cc1ccc(CNC(=O)c2cc(-c3ccccc3)n(Cc3cc(C)no3)n2)cc1	5%	.	i	0.8	.	1.7	48	.	.	-3%	.
CSCCC(NC(=O)COc1ccccc1)C(=O)OCC(=O)c1cc2ccccc2o1 (centres undefined)	1%	1.7%	i	0.5	-1%	-1.6	58	-1%	13%	-12%	-1%
CCCCn1c(N)c(N(CCC(C)C)C(=O)CSc2nnc(C)s2)c(=O)[nH]c1=O	0%	-1.3%	i	1.1	4%	-0.5	54	14%	10%	0%	-6%
O=C(CNCC1CCCO1)Nc1ccccc1N1CCOCC1 (centres undefined)	22%	4.2%	i	0.5	17%	-0.1	83	4%	24%	13%	-6%
Cc1ccc(/C=C2\SC(N3CCN(C(c4ccccc4)c4ccccc4)CC3)=NC2=O)o1	8%	14%	i	1.0	-4%	11	80	13%	6%	-8%	4%
COc1ccc2c3c(c(=O)oc2c1OCC(=O)O)CCCC3	3%	-0.3%	i	0.8	8%	-2.0	59	-3%	8%	1%	-6%
Cn1c(=O)c2c(ncn2CC(=O)N2CCN(c3ccccc3)CC2)n(C)c1=O	6%	1.1%	i	0.4	1%	2.6	62	-3%	10%	19%	-8%
c1ccc(COc2ccc(OCCCCN3CCCC3)cc2)cc1	27%	0.3%	i	0.7	0%	-0.2	56	10%	5%	1%	-5%
NNC(=O)C1CC(O)CN1S(=O)(=O)c1ccc(Cl)cc1 (centres undefined)	10%	-1.2%	i	1.1	2%	-0.3	67	4%	0%	-5%	-8%
Cc1cc2c(cc1C)[n+](C)cn2CC(O)COCC1CC=CCC1 (centres undefined)	10%	-2.0%	i	0.2	0%	-0.6	67	-3%	27%	4%	-3%
CCOc1ccccc1N(C(=O)CNC(=O)c1ccco1)C(C(=O)NC1CCCC1)c1cccnc1 (centres undefined)	6%	-0.9%	i	0.5	12%	0.9	83	0%	11%	-11%	-2%

Taken from above (9 entries):
SMILES	Rac1 GTP hydrolysis	HIV peptide binding	Myeloid diff MLP	Myeloid diff MLP GFP+ MAC1+ %	GPR35 arrestin U2OS	NTR1 ag	NTR1 ag cell count 20 µM	Siah-1 displacement	GPR55 antagonists	Salmonella PhoP GFP	LYP phosphatase
O=C1CC(N2CCN(c3ccccn3)CC2)C(=O)N1c1ccc(Cl)cc1 (centres undefined)	4%	0.2%	i	0.1	0%	-0.7	33	-6%	0%	8%	0%
O=C(N/N=C/c1ccc2c(c1)OCO2)C(=O)Nc1ccc2ccccc2c1	.	-0.5%	.	.	3%	-0.4	51	3%	4%	6%	-6%
O=C(CN1C(=O)NC2(CCOc3ccccc32)C1=O)NCC(F)(F)F (centres undefined)	10%	0.5%	i	1.0	-5%	0.7	45	2%	5%	8%	-6%
CCCCOC(=O)n1c(=O)oc2ccccc21	21%	-1.0%	i	1.0	0%	0.6	55	3%	1%	5%	-3%
O=C(NCC1CCCO1)c1cc2ccccc2oc1=O (centres undefined)	7%	1.1%	i	0.1	3%	1.0	63	7%	-5%	2%	-2%
Cc1ccc2c(c1)nnn2C1CCN(S(=O)(=O)c2ccc(C(=O)N(C)C)cc2)CC1	6%	-1.8%	i	0.5	-2%	0.9	95	0%	4%	-13%	-2%
Cc1cc(C)c(NC(=O)CSc2nnc(-c3ccccn3)n2N)c(Cl)c1	0%	-1.5%	i	0.6	2%	5.7	56	0%	3%	-9%	-3%
O=C(C1CCN(S(=O)(=O)c2cccc3cccnc23)CC1)N1CCCCC1	-5%	-1.1%	i	0.4	-13%	-0.2	72	0%	-9%	-3%	-11%
Cc1ccc(CNC(=O)c2cc(-c3ccccc3)n(Cc3cc(C)no3)n2)cc1	5%	.	i	0.8	.	1.7	48	.	.	-3%	.
